Screening results as filed in PubChem.
p47phox inh: p47phox (human) inhibition. AID 1274. actives 0.53% (n = 220,000). P14598. p47phox/p22phox peptide binding, fluorescence polarization, 2 h. inhibition, % at 24.7 µM;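 active means inhibition above about 30%, limit read from the data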;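 further: 0% = p47phox with labelled peptide and 100% = labelled peptide alone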
EBV gp42 inh: EBV gp42 inhibition | Q1HVG2 | Fluorescence polarization binding assay, mP read-out | inhibition, % (tested at 21.74 µM) | actives 0.42% (n = 220,000); in the data active means inhibition above about 50%
Target sequence (Q1HVG2 whole entry, looked up): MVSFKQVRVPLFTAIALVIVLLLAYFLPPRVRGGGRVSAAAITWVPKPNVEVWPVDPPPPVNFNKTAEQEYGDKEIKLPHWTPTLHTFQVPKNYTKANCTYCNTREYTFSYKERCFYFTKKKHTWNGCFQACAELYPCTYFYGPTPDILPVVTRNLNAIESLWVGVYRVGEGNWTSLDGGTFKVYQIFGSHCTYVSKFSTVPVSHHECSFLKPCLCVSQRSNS
L929 necroptosis: blocks zVAD induced death of L929 cells | L929 zVAD necroptosis rescue, ATP luminescence, 24 h; with zVAD 60 µM | viability rescue, % at 10 µM | actives 0.38% (n = 220,000);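 active means activation, scaled between plate controls, above about 75%, limit read from the data; inactive means activation under that limit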;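 further: 0% = zVAD with DMSO and 100% = DMSO alone without zVAD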
Runt-CBFb FRET: inhibitors of human RUNX1 Runt domain binding to CBFb | Q01196+Q13951 | actives 0.46% (n = 220,000) | inhibition, % at 20 µM | Cerulean-Runt/Venus-CBFb FRET ratio 530/480, 1 h;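 active means inhibition over about 50% at 20 µM in the single-dose screen, limit read from the data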;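 further: 0% = DMSO wells and 100% = excess unlabeled CBFb competitor control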
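Buffer or medium: Tris pH 7.5 buffer with BSA. Assay system: Cerulean-labeled Runt domain protein. Amount: each fluorescent fusion protein 100 nM. Read-out basis: loss of energy transfer signal. Incubation: 1 h compound exposure, room temperature. Probe or stimulus: Venus-CBFb binding partner, 100 nM. Detection: FRET, excitation 422 nm, emission at 530 and 480 nm.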
Hck Nef HTS: blocks Nef-activated human Hck kinase | P08631 | Recombinant Hck-YEEI plus Nef, Z-Lyte FRET kinase assay | inhibition, % at 20 µM | actives 0.68% (n = 220,000) | AID 463187;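 active means Hck-Nef kinase inhibition above about 50%, limit read from the data; inactive means inhibition below that limit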;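 further: 0% = DMSO with Hck plus Nef and 100% = Hck alone without Nef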
14-3-3 Bad PPI: disrupts binding of bovine 14-3-3 zeta to phospho-Bad peptide. TR-FRET 14-3-3zeta/Dy647-pBad peptide displacement, 1 h. inhibition, % at 21.7 µM. actives 0.71% (n = 220,000);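 active means inhibition above about 70%, limit read from the data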;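 further: 0% = full 14-3-3 plus peptide FRET controls and 100% = background without 14-3-3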
Target sequence (P63103 whole entry, looked up): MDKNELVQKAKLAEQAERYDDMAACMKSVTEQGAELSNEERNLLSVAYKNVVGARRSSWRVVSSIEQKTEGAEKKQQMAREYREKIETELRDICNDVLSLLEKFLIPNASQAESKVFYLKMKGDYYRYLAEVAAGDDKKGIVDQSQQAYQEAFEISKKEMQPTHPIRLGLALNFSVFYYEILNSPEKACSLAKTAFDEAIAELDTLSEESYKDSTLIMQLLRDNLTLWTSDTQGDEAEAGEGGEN
Mdm2 ligase inh: Mdm2 E3 ligase (human) inhibition; Q00987; cell-based MDM2 ubiquitination luciferase reporter, 2 h; 0 = plate control, 100 = twice control, blank-subtracted; signal enhancement, % at 5 µM; actives 0.11% (n = 210,000);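 active means signal enhancement of 30% or more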;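 further: luminescence tracks abundance of the self-degrading MDM2-luciferase fusion protein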
Target sequence (Q00987 whole entry, looked up, the tested form may be a part): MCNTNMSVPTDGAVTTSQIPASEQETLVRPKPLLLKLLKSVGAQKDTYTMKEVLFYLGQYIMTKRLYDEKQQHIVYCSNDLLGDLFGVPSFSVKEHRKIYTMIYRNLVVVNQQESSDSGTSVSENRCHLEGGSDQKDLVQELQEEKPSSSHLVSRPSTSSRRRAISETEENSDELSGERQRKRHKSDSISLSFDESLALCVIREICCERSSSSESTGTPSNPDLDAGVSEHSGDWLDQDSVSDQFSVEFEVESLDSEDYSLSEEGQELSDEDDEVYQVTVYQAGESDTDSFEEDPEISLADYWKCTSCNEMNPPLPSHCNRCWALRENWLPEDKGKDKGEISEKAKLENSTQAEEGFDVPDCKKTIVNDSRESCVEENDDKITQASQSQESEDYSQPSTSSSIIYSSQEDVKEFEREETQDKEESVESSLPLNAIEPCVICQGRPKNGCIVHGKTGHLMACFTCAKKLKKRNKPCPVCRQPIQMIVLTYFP
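Timing – 2 h compound exposure at 37 °C · Assay system – mammalian cells stably expressing self-ubiquitinating, self-degrading MDM2 E3–luciferase fusion · Amount – 2000 cells seeded into each well · Measure – % luminescence enhancement versus blank-corrected plate control mean · Measured by – SteadyLite luminescence, 15 min reagent step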
TbHK1 inh: blocks Trypanosoma brucei hexokinase 1 activity. recombinant TbHK1, G6PDH-coupled NADH A340. inhibition, % at 10 µM. actives 0.11% (n = 220,000). AID 1430;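 active means inhibition of 50% or more in the single-dose primary screen; inactive means inhibition below 50%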
Runt-SMMHC FRET: Runt domain-CBFb-SMMHC interaction inhibition | Cerulean-Runt/Venus-CBFb-SMMHC FRET ratio 530/480, 1 h | inhibition, % at 20 µM | actives 0.74% (n = 220,000) | AID 1434;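 active means mean inhibition across duplicate retests at 20 µM reaching about 50%, limit read from the data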;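 further: 0% = DMSO wells and 100% = wells with excess untagged CBFb-SMMHC; inhibitors lower the FRET ratio by blocking Runt binding to CBFb-SMMHC; some results filed as inactive read as strong as hits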
An asterisk follows results filed as active; / = no result given; & = joins results of further samples; ! = not confirmed by another sample; [ ] = remark or other dose.

The line under a structure holds: p47phox inh | EBV gp42 inh | L929 necroptosis | Runt-CBFb FRET | Hck Nef HTS | 14-3-3 Bad PPI | Mdm2 ligase inh | TbHK1 inh | Runt-SMMHC FRET
- Cc1cc(=O)oc(C)c1C(=O)Nc1ccccc1F
→ -9.9 | -11.3 | 0.2 | -1.2 | 3.2 | -2.2 | -1.0 | -12.5 | -2.7
- COc1cccc(OCCOCC(O)CN2CCN(Cc3ccc(Cl)cc3)CC2)c1 (configuration not stated)
→ -4.9 | -5.2 | 0.2 | -3.4 | 1.4 | 26.4 | 1.1 | 0.4 | 2.5
- CC(C)NC(=O)C(=O)NNC(=O)C12CC3CC(CC(C3)C1)C2
→ -5.5 | -14.6 | -0.1 | -0.8 | 1.2 | -7.2[fluorescence artefact?] | 6.8 | -1.0 | 0.4
- CCOC(=O)C1(CC2CC2)CCN(Cc2ccc(C(=O)OC)cc2)CC1
→ 1.0 | -13.2 | -1.2 | / | 21.3 | -8.0 | -20.5 | -7.3 | /
- Cc1ccc2cc(/C=N/NC(=O)c3ccccc3[N+](=O)[O-])c(Cl)nc2c1
→ 3.4 | 12.7 | 10.6 | -3.5 | 19.7 | 8.0 | -15.2 | -0.1 | -0.5
- O=C(CSc1ncnc2c1cnn2-c1ccccc1)Nc1ccccc1
→ -10.8 | -6.1 | 0.8 | -0.1 | -0.1 | 4.7 | 4.8 | 4.3 | -7.3
- C#CCOCCOCCOCCNc1nc(N2CCN(C(=O)[C@H]([C@@H](C)CC)n3cc([C@@H](N)CO)nn3)CC2)nc(N2CCN(C(=O)[C@H]([C@@H](C)CC)n3cc([C@@H](N)CC(C)C)nn3)CC2)n1
→ 3.8 | 29.0 | 0.7 | -0.9 | -1.1 | 44.2 | / | 0.0 | -2.9
- NC(=O)C1CCN(C(=O)CSc2ncccn2)CC1
→ -2.6 | 1.9 | 9.5 | -0.2 | 23.6 | -3.5 | -7.4 | -4.6 | -4.1
- O=C(Nc1nccs1)c1ccc(COc2ccc(Cl)cc2)o1
→ -15.3 | -5.9 | -0.3 | 2.7 | -5.4 | 10.9 | -11.8 | 7.2 | 0.9
- CCC(C)(C)NC(=O)Cc1ccc(OC)c(OC)c1
→ -2.2 | -13.1 | -0.1 | 0.4 | -19.9 | -10.2 | -13.5 | 1.2 | -2.1
- Cc1ccc2[nH]c(=O)c(CC=C(Cl)Cl)c(C)c2c1
→ -20.1 | -17.1 | 0.6 | -1.1 | 7.2 | 3.9 | 7.8 | 0.4 | 0.2
- Cc1ccc(C2CCN(C(=O)Nc3ccccc3)C2)cc1 (configuration not stated)
→ / | / | 9.1 | 1.3 | 4.5 | / | -13.5 | 8.1 | 1.8
- NC(=O)CC(NC(=O)c1ccccc1)c1ccc(NC2CCCC2)c([N+](=O)[O-])c1 (configuration not stated)
→ -17.1 | -13.4 | -0.2 | -5.1 | 29.3 | -5.3 | -1.9 | -8.1 | 3.3
- COc1cc(/C=C/C(=O)OCC(=O)Nc2ccccc2Sc2ccc(Cl)cc2)ccc1O
→ -8.0 | 9.5 | -0.1 | 23.1 | 3.5 | -1.2 | -11.4 | -7.6 | 52.9
- O=C(Nc1ccc2c(c1)OCO2)c1n[nH]c(=O)c2ccccc12
→ -2.6 | 1.2 | -0.3 | 0.2 | 37.8 | 13.3 | / | -7.7 | -2.2
- Cc1ccccc1N(CC(=O)N/N=C/c1cc(Br)c(C)o1)S(C)(=O)=O
→ -7.6 | -2.7 | 0.2 | -0.3 | 3.6 | 10.3 | -18.8 | -11.8 | 5.1
- Cc1ccccc1Cn1ccc(-c2ccc3c(c2)OCO3)n1
→ 2.8 | -7.3 | 0.1 | -0.4 | 0.2 | 4.7 | -15.2 | -1.1 | -3.1
- Cc1ccsc1S(=O)(=O)N1CCCC(CCC(=O)NCc2ccccc2F)C1 (configuration not stated)
→ 1.9 | -7.3 | -0.4 | -1.4 | 12.8 | 2.9 | -4.0 | 3.4 | -2.4
- CC(C)c1ccc(Nc2nnns2)cc1
→ -14.0 | -8.6 | -0.1 | 25.4 | 9.6 | 0.2 | 0.3 | -7.5 | 1.1
- CC1(C)Cc2c(sc3c2c(N)nc(=S)n3Cc2ccccc2)CO1
→ -25.8 | -5.6 | 1.3 | -0.4 | 18.5 | -27.2 | -2.1 | -8.4 | 0.7
- Cc1ccc(NC(=O)C2CCN(S(=O)(=O)c3c(C)[nH]c(=O)[nH]c3=O)CC2)cc1
→ 0.8 | -8.9 | -0.3 | -1.0 | -1.0 | / | -10.7 | -7.5 | 2.0
- COC(=O)c1cc(Br)c(=O)n(CCN(C(C)C)C(C)C)c1
→ -3.4 | 0.8 | -0.4 | -1.2 | 3.6 | -4.8 | -23.0 | 2.5 | 3.9
- O=C(COC(=O)CCc1nc2ccccc2s1)Nc1ccc(S(=O)(=O)N2CCOCC2)cc1
→ 2.0 | -9.2 | / | -1.4 | / | 9.4 | 7.0 | / | 1.0
- C#Cc1ccc([C@H]2C=C(C(=O)NC3CC3)O[C@@H](OCC)[C@@H]2CCCO)cc1
→ -1.9 | -2.8 | 0.1 | 0.6 | -3.3 | -1.8 | / | -3.2 | 1.3
- O=S(=O)(N/N=C\c1ccc(-c2ccccc2Cl)o1)c1ccccc1
→ -24.8 | -16.1 | -0.4 | 6.2 | 6.0 | 0.7 | -12.9 | -40.0 | 5.6
- CCOc1cc(/C=N/NC(=O)c2ccc(=O)n(C)c2)ccc1O
→ 1.1 | -9.7 | -0.7 | 1.8 | 10.2 | -15.6 | -2.9 | -44.3 | -3.2
- CCOC(=O)c1c(C2CC2)csc1NC(=O)COC(=O)c1cc(OC)c(OC)cc1[N+](=O)[O-]
→ -24.9 | -24.4 | 1.0 | 3.2 | 5.8 | -8.6 | -4.3 | 21.1 | 2.8
- CCOC(=O)c1ccc(NC(=O)CSc2nc(NC(=O)c3ccccc3)c3c(C)c(C)oc3n2)cc1
→ -7.4 | -7.6 | 1.1 | -2.5 | -7.9 | 7.3 | -7.2 | -4.7 | -1.3
- C/C(=N\OC(=O)Nc1ccccc1)c1cnn(-c2cc(C(F)(F)F)cc(C)n2)c1C
→ -6.0 | -6.5 | 1.1 | -1.6 | 6.0 | 0.9 | -13.2 | -4.3 | -2.3
- COc1ccccc1Nc1nnc(SCc2cc(=O)n3ccsc3n2)s1
→ -5.9 | 0.7 | 33.4 | -1.2 | 8.1 | -7.5 | -37.6 | -11.4 | -4.9
- CC(=O)Nc1ccc2oc(-c3ccccc3Br)nc2c1
→ -12.8 | -14.5 | -0.1 | 0.1 | -0.7 | 8.0 | -43.0 | 4.9 | -3.6
- O=C(Nc1ccc([N+](=O)[O-])cn1)C1CC1
→ 7.6 | -10.2 | 0.8 | 1.1 | -33.5 | 12.1 | -11.7 | -14.9 | -4.0
- Cc1cc(Nc2ccccc2C(=O)O)n(-c2ccc([N+](=O)[O-])cc2)n1
→ -10.9 | -1.2 | 1.4 | -2.8 | -9.4 | -3.8 | -6.6 | -15.6 | -2.6
- COC(=O)c1ccc(OC(=O)CCN2C(=O)C3C4c5ccccc5C(c5ccccc54)C3C2=O)cc1 (configuration not stated)
→ -7.4 | -8.8 | 1.7 | -0.5 | 1.0 | 2.3[fluorescence artefact?] | -14.2 | 0.1 | 0.2
- COc1ccc(C2SC[C@@H](C(=O)O)N2C(C)=O)cc1 (some centres not stated)
→ -21.1 | -30.5 | 0.3 | -0.7 | -0.5 | 13.2 | 0.5 | -1.2 | 3.1
- Cc1nn(-c2ccccc2)c(Cl)c1/C=N/NC(=O)CCNc1n[nH]c(=O)[nH]c1=O
→ -6.8 | -3.8 | -0.3 | -0.7 | -5.5 | -1.9 | -4.2 | -11.9 | -3.2
- O=C(NCCO)c1cccc(Cl)c1
→ 3.2 | -13.0 | 1.0 | 0.6 | -1.7 | 9.1[fluorescence artefact?] | -10.9 | -8.2 | -0.7
- COc1ccc(NC(=O)COC(=O)[C@@H]2CCCN2C(=O)c2cccs2)cc1
→ -25.0 | 9.1 | 1.2 | 1.4 | 4.5 | 4.6[fluorescence artefact?] | / | -3.0 | -2.0
- CCOC(=O)N/N=C\c1cccc(OC)c1
→ -3.0 | -15.8 | 3.3 | 0.5 | 34.5 | -6.0 | -0.6 | -0.8 | -4.9
- COCCOc1cc(NC(=O)c2ccccc2)c(Cl)cc1Cl
→ 1.3 | -11.2 | 0.1 | -1.0 | 16.9 | -5.9 | -12.4 | -0.4 | -1.0
- C=CCNC(=O)CC12CC3CC(C1)CC(CC(=O)NCC=C)(C3)C2
→ / | -1.6 | 0.5 | 3.3 | -6.4 | -5.3 | -15.6 | -0.4 | -1.1
- CCc1nnc(NC(=O)CC(CN(C)S(=O)(=O)c2ccccc2)c2ccccc2)s1 (configuration not stated)
→ -15.3 | 9.5 | 0.3 | -2.5 | 11.5 | 2.1 | -13.5 | 2.5 | -1.2
- COCCCNc1nc2ccccc2nc1NS(=O)(=O)c1ccccc1
→ 1.7 | 23.8 | 0.1 | 6.2 | -14.3 | 2.4 | -61.1 | -12.7 | 15.5
- N#CCc1ccc(NC(=O)Nc2cccc(Cl)c2)cc1
→ -18.8 | -7.6 | 2.2 | -0.7 | -0.1 | 4.8 | -20.7 | -1.1 | 2.4
- Cc1ccccc1CC1(CO)CCCN(Cc2cn[nH]c2-c2ccccc2)C1 (configuration not stated)
→ 6.9 | 4.7 | 0.2 | 0.9 | 1.3 | 2.6 | -14.9 | 1.2 | 1.5
- COc1cc(S(=O)(=O)NCc2ccccc2)ccc1Br
→ 0.1 | -1.3 | 0.3 | -0.3 | -3.2 | -2.3[fluorescence artefact?] | -3.7 | 0.3 | -1.9
- CC(=O)Nc1nnc(C2=COCCO2)o1
→ -3.3 | -11.2 | -0.2 | 6.0 | 12.3 | -6.0 | 0.5 | 1.5 | 1.4
- COc1cc(OC)cc(C(=O)Nc2nc(-c3ccccc3)c(-c3ccccc3)o2)c1
→ -20.9 | 7.0 | 0.5 | -0.4 | 1.7 | 2.6[fluorescence artefact?] | -3.0 | 1.9 | 1.4
- COc1ccc(OC)c(-c2csc(NC(=O)CSc3ccccc3)n2)c1
→ -44.4 | -2.0 | 1.4 | -2.0 | 2.3 | -9.0 | 1.8 | 1.2 | 2.1
- COCC(=O)Nc1sc2c(c1C(=O)OC)CCCC2
→ -0.5 | -1.8 | 0.1 | -106.8 | 7.4 | -14.7 | -11.8 | 1.6 | 3.1
- C/C(CC(O)c1ccc2ccccc2n1)=N/O (configuration not stated)
→ -6.1 | 7.9 | -0.6 | 0.5 | -20.6 | -1.4[fluorescence artefact?] | / | 1.5 | 2.7
- CN1CCN(C2=Nc3ccccc3Oc3ccc(Cl)cc32)CC1
→ 38.5*! | -0.6&-5.6 | 0.1 | -1.4&-1.6 | -1.2 | -3.1&23.7 | / | -23.0 | 0.6&-2.6
- C=CCNC(=O)CSc1nnc(-c2ccccc2Br)n1-c1cccc(C(F)(F)F)c1
→ -14.0 | -15.8 | -1.0 | -12.9 | 4.6 | -8.0 | 3.4 | -0.5 | -0.4
- CCCCn1c(CNC(=O)CC)nc2ccccc21
→ -15.1 | -3.5 | -0.1 | -1.5 | -3.6 | 4.8[fluorescence artefact?] | -16.2 | 7.9 | -1.7
- CCN1CCN(c2nc(N)c([N+](=O)[O-])c(Nc3ccc(C)cc3)n2)CC1
→ -14.3 | -9.3 | 0.3 | -3.3 | 6.8 | -5.5 | 7.2 | -32.3 | -1.3
